High-throughput results: PubChem BioAssay, National Center for Advancing Translational Sciences (NCATS)
Tau fluor cs – counter-screen for tau fibril formation inhibitors; Potency, µM (series often up to 57.7 µM), for the others: at the highest dose activity change, negative = decrease; 280,000 tested, 0.93% active; tau K18 P301L Alexa594 fluorescence, heparin fibrillization; AID 1463; note: % is set by controls: 0 for no effect and ±100 for the full control effect; nearly all actives have a fitted effect of over 55% in size
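Human K18 P301L tau (15 uM unlabeled plus 0.24 uM Alexa 594-labeled, final) in 100 mM sodium acetate pH 7 was mixed with compound and 20 uM heparin and incubated 6 hr at 37 C.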
GAA inh – alpha-glucosidase (human) inhibition; P10253; Potency, µM (titrated, usually from 76.9 µM), inactives show top-dose activity change, negative = inhibition, actives largely listed as inhibitors; purified human GAA, 4-MU-alpha-glucoside fluorescence; AID 1466; 200,000 tested, 0.005% active;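 note: plate controls were uninhibited enzyme wells for no effect and no-enzyme background for full effect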
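Activity normalized between no-enzyme (basal) and enzyme-only wells. Conditions: 4 nM human enzyme, 400 uM fluorogenic substrate, citrate/phosphate pH 5.0 with Tween-20, 20 min room temperature, compounds up to 77 uM.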
HTT cytoprotect – cytoprotection in Huntington HTT-Q103 PC12 cell model; PC12 HTT-Q103 induced, cytoprotection, ATP luminescence, 40 h; Potency, µM (titrated, usually from 56.4 µM), for inactives: cytoprotection (ATP increase), usual class: activators; 230,000 tested, 0.14% active; AID 1471;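 note: % of control where 0% means no effect; nearly all actives have a fitted effect of over 45% in size; toxic huntingtin expression switched on by the ecdysone agonist tebufenozide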
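Rat PC12, Q103 Htt exon1-GFP fusion, ecdysone promoter; tebufenozide inducer 100 nM final; compound titration; qHTS, 1500 cells/well; ATPlite luminescent read.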
aGlu spleen mod – lysosomal alpha-glucosidase (human) modulation; Potency, µM (series often up to 79.9 µM), for the others: at the highest dose activity change, negative = inhibition, hits mostly inhibitors; AID 2112; 240,000 tested, 0.006% active; P10253; human spleen homogenate, 4-MU-alpha-glucoside fluorescence;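 note: 0% = enzyme with vehicle and -100% = no enzyme basal signal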
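Enzyme source: human spleen homogenate, 1 ug/well. Buffer 50 mM citric acid/K phosphate pH 5.0, 0.01% Tween-20. 4-MU-alpha-glucoside 1 mM; 37 C x 40 min; NaOH/glycine stop; fluorescence.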
GAA glycogen mod – inhibitors or activators of human alpha-glucosidase glycogen cleavage; 300,000 tested, 0.38% active; Potency, µM (series often up to 76.4 µM), inactives show top-dose activity change, negative = inhibition, most hits filed as inhibitors; recombinant GAA, glycogen substrate, Amplex Red glucose oxidase fluorescence; P10253; AID 2100;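 note: 0% = full enzyme reaction and -100% = no-enzyme basal signal; the screen sought inhibitors and activators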
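Recombinant human enzyme (4 nM); glycogen substrate; 37 C, 40 min, pH 5.0. Readout: coupled glucose oxidase/Amplex Red fluorescence.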
Tau fibril ThT – blocks human tau fibril formation measured by thioflavin T. P10636. recombinant tau K18 P301L (four-repeat tau fragment), heparin-induced fibrillization, ThT fluorescence. Potency, µM (highest dose often 57.4 µM), without a hit: top-dose activity, negative = inhibition, hits mostly inhibitors. 270,000 tested, 2.1% active. AID 1460; note: % is set by controls: 0 for no effect and ±100 for the full control effect; nearly all actives have a fitted effect of over 55% in size
Target sequence (P10636 561-689 P618L limits assumed): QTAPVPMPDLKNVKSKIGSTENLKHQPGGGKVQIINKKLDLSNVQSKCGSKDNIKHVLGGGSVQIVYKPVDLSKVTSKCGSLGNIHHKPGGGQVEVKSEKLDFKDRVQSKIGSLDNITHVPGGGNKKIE
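Heparin-induced (20 uM) aggregation of recombinant human K18 P301L tau, 15 uM unlabeled with 0.24 uM labeled, pH 7 acetate buffer, 6 hr at 37 C with compound. Fibrils quantified by 30 uM ThT fluorescence after 1 hr ambient incubation.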
Tau FP inhib – inhibitors of human tau fibril formation. K18 P301L tau heparin fibrillization, Alexa594 FP, 6 h. Potency, µM (titrated, usually from 57.7 µM), inactives show top-dose activity, negative = inhibition, usual class: inhibitors. 280,000 tested, 0.39% active; note: % is set by controls: 0 for no effect and ±100 for the full control effect; nearly all actives have a fitted effect of over 55% in size
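Recombinant K18 P301L […], labeled with Alexa 594 at 0.24 uM over 15 uM unlabeled; heparin inducer 20 uM final; 37 C, 6 hr; FP endpoint.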
aGal spleen mod – inhibits or activates alpha-galactosidase in human spleen homogenate | P06280 | human spleen homogenate, 4MU-alpha-Gal fluorescence, 40 min | Potency, µM (series often up to 80 µM), inactives show top-dose activity change, negative = inhibition, usual class: inhibitors | 240,000 tested, 0.008% active | AID 2107;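 note: 0% = enzyme with vehicle and -100% = no enzyme basal signal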
Target sequence (P06280 32-429 limits assumed): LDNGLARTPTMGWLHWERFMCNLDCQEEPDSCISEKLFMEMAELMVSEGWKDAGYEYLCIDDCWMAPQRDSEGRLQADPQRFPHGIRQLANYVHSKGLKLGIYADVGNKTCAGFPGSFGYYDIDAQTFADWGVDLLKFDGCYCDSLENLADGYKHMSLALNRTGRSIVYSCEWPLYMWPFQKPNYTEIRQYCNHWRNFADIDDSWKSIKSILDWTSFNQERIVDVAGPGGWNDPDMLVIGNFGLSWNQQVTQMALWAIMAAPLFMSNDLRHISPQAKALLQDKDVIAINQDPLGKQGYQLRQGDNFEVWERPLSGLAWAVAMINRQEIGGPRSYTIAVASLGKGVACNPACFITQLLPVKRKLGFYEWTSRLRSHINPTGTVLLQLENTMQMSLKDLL
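qHTS titration in buffer at pH 5.0. Alpha-galactosidase activity in spleen homogenate was measured via 4-methylumbelliferone release from 1 mM fluorogenic substrate after 40 min at 37C and a pH 10 stop. AC50 came from Hill fits of control-normalized data.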
* = called active by the depositor; ? = inconclusive; / = not tested or not shown; & = joins results of further samples; [ ] = another dose, or the depositor's remark. Calls come from the whole dose curve; as a rule, active = well fitted curve in the direction sought with a large enough effect; inconclusive = small, poorly fitted or top-dose-only effect, or another doubt; inactive = no such curve, though single readings can be large; an effect the other way counts as inactive or inconclusive. Potency is the fitted concentration of half-maximal effect.

1	CCCCNc1oc(-c2ccc(COc3ccc(OC)cc3)o2)nc1C#N
2	O=C(NNC1CC(=O)N(c2ccc(F)cc2)C1=O)c1cccnc1 (stereo unspecified)
3	O=C(O)CC(C(=O)Nc1ccc(F)cc1)C1CCCO1 (stereo unspecified)
4	CC(C)(C)NC(=O)C(c1cccnc1)N(C(=O)c1ccc(Cl)nc1)C1CCCC1 (stereo unspecified)
5	CCOC(=O)C1(Cc2cccc(Cl)c2)CCCN(C(=O)c2cccc(C)n2)C1 (stereo unspecified)
6	OCCNCC(O)Cn1c2ccccc2c2ccccc21 (stereo unspecified)
7	CCOC(=O)C(C)N1C(=O)S/C(=C/c2cc(C)n(-c3ccncc3)c2C)C1=O (stereo unspecified)
8	CC1Cc2ccccc2N1C(=O)CSc1ncccc1C(=O)O (stereo unspecified)

Compound	1	2	3	4	5	6	7	8
Tau fluor cs	-22%	8%	-5%	-37%	-4%	-10%	-15%	2%
GAA inh	/	/	/	6%	5%	-3%	-4%	14%
HTT cytoprotect	/	-11%[10 µM]	5%[10 µM]	-13%[10 µM]	35%[10 µM]	-21%[10 µM]	?	-7%[10 µM]
aGlu spleen mod	/	-3%	6%	-4%	-2%	0%	-4%	-10%
GAA glycogen mod	-13%[76.3 µM]	?	5%	-2%	15%	-5%	10%	5%
Tau fibril ThT	-6%	/	-2%	13µM*	-10%	-8%	?	-6%
Tau FP inhib	9%	-1%	-1%	-65%	?	-3%[2.34 µM]	9%	2%
aGal spleen mod	/	9%	-1%	-2%	-7%	2%	-4%	1%

9	CNC(=S)NNC(=O)c1sc2cc(C(F)(F)F)cnc2c1-c1ccccn1
10	CC(C)CN1CCC(C(=O)NCC2CCCO2)CC1 (stereo unspecified)
11	CN(C(=O)COC(=O)c1ccc(S(=O)(=O)N2CCCC2)cc1)c1ccccc1
12	CCCCN(CC)Cc1c(C)[nH]c2ccccc2c1=O
13	CC(C)OCCCNC(=O)CN1C(=O)COc2ccc(S(=O)(=O)N3CCCCCC3)cc21
14	CC1CC1C(=O)OCC(=O)Nc1cccc([N+](=O)[O-])c1 (stereo unspecified)
15	CCCCn1c(SCC(=O)N(C)C2CCS(=O)(=O)C2)nc2cc(S(N)(=O)=O)ccc21 (stereo unspecified)
16	CCN(c1ccccc1)S(=O)(=O)c1cccc(C(=O)OCc2nc3sc(C)c(C)c3c(=O)[nH]2)c1

Compound	9	10	11	12	13	14	15	16
Tau fluor cs	-3%	-8%	-5%	10%	-2%	-11%	-13%	-23%
GAA inh	-1%	-11%	-1%	3%	/	-5%	/	?
HTT cytoprotect	-24%	-10%[1.9 µM]	-17%	24%[0.074 µM]	/	-46%[inhibitor]	1%[10 µM]	-3%[10 µM]
aGlu spleen mod	/	1%	-5%	4%	/	6%	1%	-15%
GAA glycogen mod	-17%	2%	-5%	-1%	-7%&15%[76.3 µM]	2%	4%	-7%
Tau fibril ThT	-5%	-16%	-3%	16%	3%	-8%	-11%	-6%
Tau FP inhib	-3%	-9%	-1%	7%	8%	-5%	-2%	-7%
aGal spleen mod	3%	1%	1%	-1%	/	3%	-3%	10%

17	CCOC(=O)C1=C(C)Nc2ccccc2N=C1NC(=O)Cc1ccc(Cl)c(Cl)c1
18	CCN1C(=O)/C(=C2\C=Cc3cc(C)ccc3N2CC)OC1=S
19	CN(C)CCNC(=O)Cn1ccc2cc(S(=O)(=O)N3CCCCCC3)ccc21
20	Cc1cc(C)nc(SCc2ccc(C(=O)N/N=C3\CCCC(=O)C3)cc2)n1
21	CC1CCCCC1NC(=O)C1CCN(C(=O)NC2CCCCC2)CC1 (stereo unspecified)
22	C=CCn1c(SCC(=O)Nc2ccccc2)nnc1-c1cccc(S(=O)(=O)N2CCOCC2)c1
23	Cc1cc(C(=O)O)c(C)n1Cc1ccncc1
24	COc1ccc(-n2c(=O)c3c4c(sc3n(Cc3ccc(C)cc3C)c2=O)CCC4)c(OC)c1

Compound	17	18	19	20	21	22	23	24
Tau fluor cs	-3%	-9%	4%	2%	6%	-3%	-3%	-16%
GAA inh	2%	4%	/	-6%	-2%	-3%	/	/
HTT cytoprotect	?	12%[10 µM]	/	-7%[10 µM]	6%[10 µM]	-5%[10 µM]	-20%[10 µM]	/
aGlu spleen mod	2%	-2%	/	-13%	2%	-7%	0%	/
GAA glycogen mod	8%	-5%	-6%[76.3 µM]	-2%	1%	4%	7%	-13%[76.3 µM]
Tau fibril ThT	5%	?	12%	-17%	3%	-4%	-10%	-17%
Tau FP inhib	-1%	5%	-5%	6%	1%	4%	-2%	-7%
aGal spleen mod	4%	-8%	/	5%	3%	6%	-3%	/

25	CC(C)(C)c1ccc(-c2nc(C=O)c3ccccn23)cc1
26	O=C(NCc1ccccn1)C(=O)NCC(c1ccco1)N1CCOCC1 (stereo unspecified)
27	Cc1cc(Cl)ccc1NS(=O)(=O)c1cc2[nH]c(=O)c(=O)[nH]c2cc1C
28	CCn1cc(C(=O)NCc2cccc(F)c2)c(=O)c2cc(F)c(N3CCN(C(=O)c4ccco4)CC3)cc21
29	COc1ccc(CCNC(=O)C(=O)NCc2ccccn2)cc1
30	Cc1ccc(S(=O)(=O)n2[nH]c(=O)cc2N)cc1
31	CC(C)(CCl)C(=O)Nc1ccc(Sc2ccc(F)cc2)cc1
32	Cc1cccc(OCCCC(=O)Nc2ccc3c(c2)OCO3)c1

Compound	25	26	27	28	29	30	31	32
Tau fluor cs	-16%	-11%	10%	-14%	-2%	-9%	?	-25%
GAA inh	12%	-1%	/	-4%	?	/	-6%	-4%
HTT cytoprotect	-47%[inhibitor]	2%	/	-50%[inhibitor]	4%[10 µM]	-9%[10 µM]	-84%[inhibitor]	-22%
aGlu spleen mod	-4%	/	/	3%	-1%	2%	-2%	2%
GAA glycogen mod	-3%	3%	11%[76.3 µM]	-4%	8%	-20%	-8%	0%
Tau fibril ThT	?	-12%	10%	-16%	-5%	?	2%	?
Tau FP inhib	-9%	-1%	5%	-2%	-6%	-12%	?	6%
aGal spleen mod	7%	-1%	/	4%	3%	4%	3%	-2%

Record cards, from the list above. Screens in order: Tau fluor cs, GAA inh, HTT cytoprotect, aGlu spleen mod, GAA glycogen mod, Tau fibril ThT, Tau FP inhib, aGal spleen mod
COc1ccc(CCNC(=O)C(=O)NCc2ccccn2)cc1 is listed as -2%, ?, 4%[10 µM], -1%, 8%, -5%, -6%, 3%
Cc1cccc(OCCCC(=O)Nc2ccc3c(c2)OCO3)c1 is listed as -25%, -4%, -22%, 2%, 0%, ?, 6%, -2%
Cc1cc(Cl)ccc1NS(=O)(=O)c1cc2[nH]c(=O)c(=O)[nH]c2cc1C is listed as 10%, /, /, /, 11%[76.3 µM], 10%, 5%, /

Continuation:
33	CC(=O)Nc1c(O)nc(SCc2ccc(Cl)cc2)[nH]c1=O
34	CCn1cc[n+](C)c1P(c1ccccc1)c1ccccc1
35	CC(O)(CS(=O)(=O)Cc1ccc(Cl)cc1)C(=O)Nc1cccc(C(F)(F)F)c1 (stereo unspecified)
36	O=C(NCc1cccnc1)C1CCCN(S(=O)(=O)c2cccc3nsnc23)C1 (stereo unspecified)
37	c1ccc(-c2cc(N3CCOCC3)nc(-c3ccccc3)n2)cc1
38	Cc1ccc(OC(=O)c2c(C)nn(-c3ccccc3)c2C)cc1
39	CCCCC(=O)NC(=S)Nc1ccccc1N1CCCCC1
40	COc1ccc(-c2cn[nH]c2-c2ccc(OCc3ccccc3)cc2O)cc1OC

Compound	33	34	35	36	37	38	39	40
Tau fluor cs	8%	-4%	-10%	-11%	-12%	-12%	-13%	3.2µM*[quencher]
GAA inh	-1%	-8%	-13%	-1%	-3%	4%	-6%	/
HTT cytoprotect	7%[10 µM]	10%[1.9 µM]	-2%	/	-1%	-11%[10 µM]	18%[10 µM]	-12%[10 µM]
aGlu spleen mod	4%	-10%	-11%	1%	-4%	-3%	5%	12%
GAA glycogen mod	4%	17%	-4%	-9%	-9%	6%	-13%	-5%
Tau fibril ThT	0%	-4%	-2%	-3%	4%	?	-9%	-3%
Tau FP inhib	2%	5%	-9%	-11%	?	2%	0%	?
aGal spleen mod	2%	-8%	-1%	-4%	-2%	-4%	0%	1%

41	O=C(NCCCCNC(=O)c1ccccn1)c1ccccn1
42	COCCn1c(-c2ccccc2)nc(=S)c2c1CC(C)(C)OC2
43	COc1ccc(N(CC(=O)NC2CCCC2)C(=O)Cn2nnc(-c3ccc(C)cc3)n2)cc1OC
44	Cc1c(Cl)cccc1N1CC(c2nc3ccccc3n2Cc2ccccc2F)CC1=O (stereo unspecified)
45	O=c1c(Cc2ccc(F)cc2)c(O)ccn1CCCn1ccnc1

Compound	41	42	43	44	45
Tau fluor cs	-12%	15%	-2%	-19%	4%
GAA inh	1%	-5%	-2%	/	-1%
HTT cytoprotect	0%[10 µM]	4%	-10%	/	-23%
aGlu spleen mod	5%	-6%	10%	/	3%
GAA glycogen mod	-10%	-9%	-3%	9%[76.3 µM]	-4%
Tau fibril ThT	-13%	5%	-1%	-18%	10%
Tau FP inhib	-8%	8%	-4%	2%	-8%
aGal spleen mod	1%	0%	12%	/	7%

Exported with two lines to a compound: entries from further up
Below each compound: Tau fluor cs | GAA inh | HTT cytoprotect | aGlu spleen mod | GAA glycogen mod | Tau fibril ThT | Tau FP inhib | aGal spleen mod
[33] CC(=O)Nc1c(O)nc(SCc2ccc(Cl)cc2)[nH]c1=O
→ 8% | -1% | 7%[10 µM] | 4% | 4% | 0% | 2% | 2%
[34] CCn1cc[n+](C)c1P(c1ccccc1)c1ccccc1
→ -4% | -8% | 10%[1.9 µM] | -10% | 17% | -4% | 5% | -8%
